Compound activity as filed in PubChem BioAssay.
MPTP inh = inhibitors of mitochondrial permeability transition pore | isolated mouse mitochondria, Ca2+ swelling absorbance, 30 min | inhibition, % at 10 µM | 360,000 compounds, 1.4% hits;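 active means inhibition of 50% or more, scaled per plate between neutral and stimulator controls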;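 further: 0% = DMSO wells given calcium and 100% = 1 mM EGTA wells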
GRIN3A LBD mod = NR3A (human) ligand-binding domain modulation. AID 1259313. NR3A LBD differential scanning fluorimetry, Tm shift; 0% = protein alone, 100% = glycine-bound protein. Tm shift relative to glycine control, % at 25 µM. 340,000 compounds, 2.5% hits;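 active means melting temperature shift of at least 10% of the positive control shift, at one fixed dose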
NALP3 yeast inh = inhibitors of NALP3 inflammasome in yeast; Yeast reconstituted NLRP3/ASC/caspase-1, beta-gal luminescence, 24 h; inhibition, % at 10 µM; 330,000 compounds, 0.39% hits;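 active means inhibition of 50% or more; inactive means inhibition below 50%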;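 further: plate controls were induced DMSO wells for no effect and uninduced yeast grown without galactose for full effect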
tim10-1 inh = inhibits growth of tim10-1 mutant yeast; S. cerevisiae tim10-1 ts strain growth, BacTiter-Glo, 24 h; inhibition, % at 20 µM; 330,000 compounds, 2.2% hits; AID 463190;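 active means inhibition of at least 40%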;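 further: mutant grown at 25 °C; 0% = DMSO wells with yeast and 100% = wells holding no yeast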
TIM10 inh = inhibits growth of TIM10 yeast strain; inhibition, % at 10 µM; S. cerevisiae TIM10 strain growth, BacTiter-Glo luminescence, 24 h; AID 463195; 330,000 compounds, 1.4% hits;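 active means inhibition of 40% or more at the single tested concentration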;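 further: wild-type TIM10 isogenic control strain grown at permissive 25 °C; 0% = DMSO yeast wells and 100% = minimal medium wells without yeast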
APJ antag = blocks the human apelin receptor APJ | P35414 | inhibition, % at 20 µM | CHO-K1 APJ beta-arrestin complementation, luminescence | 330,000 compounds, 0.32% hits;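 active means inhibition above about 40% at 20 µM, limit read from the data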;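 further: cells challenged with 10 nM apelin-13 agonist together with compound; plate controls were apelin-13 plus DMSO wells for no effect and DMSO wells lacking apelin-13 for full effect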
Target sequence (P35414 whole entry, looked up): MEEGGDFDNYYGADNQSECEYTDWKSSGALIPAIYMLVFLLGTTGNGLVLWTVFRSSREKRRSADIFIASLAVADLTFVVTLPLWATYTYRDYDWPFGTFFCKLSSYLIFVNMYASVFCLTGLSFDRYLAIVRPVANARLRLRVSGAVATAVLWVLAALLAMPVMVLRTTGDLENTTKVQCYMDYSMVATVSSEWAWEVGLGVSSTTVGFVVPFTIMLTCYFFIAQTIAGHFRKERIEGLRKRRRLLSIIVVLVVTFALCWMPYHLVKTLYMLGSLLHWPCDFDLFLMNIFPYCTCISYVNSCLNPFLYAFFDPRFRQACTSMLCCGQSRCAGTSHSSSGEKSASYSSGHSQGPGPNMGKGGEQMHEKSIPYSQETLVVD
tim23-1 inh = tim23-1 yeast growth inhibition; S. cerevisiae tim23-1 growth, BacTiter-Glo luminescence, 24 h; inhibition, % at 20 µM; 330,000 compounds, 1.3% hits;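 active means growth inhibition of the mutant yeast at or above 50%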;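 further: temperature-sensitive mutant grown at 25 °C; plate controls were DMSO-treated mutant yeast for no effect and medium wells lacking yeast for full effect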
APJ agonist = activates the human apelin receptor APJ; P35414; CHO-K1 APJ PathHunter beta-arrestin, luminescence; 0% DMSO wells, 100% apelin; activation, % at 20 µM; 330,000 compounds, 0.11% hits; AID 2520;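 active means activation more than six SD over the plate average, tested at 20 µM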;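 further: 0% = DMSO alone and 100% = apelin-13 at 10 nM; some results filed as inactive read as strong as hits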
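Assay system: engineered CHO-K1 APJ arrestin reporter cells; Amount: 1000 CHO-K1 reporter cells seeded per well; Dosing: one dose, 20 µM compound, 1% DMSO; Times: compound stimulation 90 min at 25 °C, detection 60 min; Measured by: luminescent beta-gal fragment complementation, chemiluminescent substrate; Read-out: APJ–arrestin association signal; Controls: DMSO vs Apelin-13 10 nM.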
MIN6 prolif = MIN6 beta-cell proliferation induction. AID 2380. proliferation, % at 10 µM. 330,000 compounds, 0.29% hits. MIN6 cells proliferation, ATPlite luminescence, 48 h; cells starved in 0.2% serum; 100% = growth in 10% serum;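 active means compounds whose signal lies at least 3.5 SD above the mean of all wells on their plate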;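 further: 0% = DMSO-treated cells in low-serum medium and 100% = 10% serum control; some compounds called inactive have numbers as strong as hits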
* hit, by the source's call; · = not tested or not shown.

SMILES | MPTP inh | GRIN3A LBD mod | NALP3 yeast inh | tim10-1 inh | TIM10 inh | APJ antag | tim23-1 inh | APJ agonist | MIN6 prolif
COc1ccccc1NC(=O)C1CCCN1S(=O)(=O)c1cccc2nsnc12 (stereo not given) | -2.9 | 0 | 6 | 24 | 16 | 9 | 42 | 4 | -3
O=C1CCc2cc(S(=O)(=O)Nc3ccccc3)cc3c2N1CCC3 | -0.2 | -1 | 10 | -15 | -4 | -36 | -21 | 8 | 0
OCc1cn(-c2ccccc2)nc1-c1cccnc1 | -1.8 | -2 | -14 | 8 | -7 | 12 | -1 | -2 | -1
CCOc1cc(N2CCOCC2)c(OCC)cc1NC(=O)c1nc2nc(C)cc(C)n2n1 | 1.0 | -4 | 7 | 7 | 8 | -6 | 13 | 6 | -3
CC(C)Oc1ccc(C(CCNCc2ccc(O)cc2)c2ccccc2)cc1 (stereo not given) | 49 | 1 | 30 | 28 | 27 | -1 | 28 | -1 | -4
Cn1cnc(S(=O)(=O)Nc2ccc(OC(F)(F)F)cc2)c1 | -1.1 | 2 | 5 | 9 | 3 | -18 | -8 | -3 | 1
Cc1ccccc1N(C)S(=O)(=O)c1ccc2[nH]cc(C(=O)NCC3CCCO3)c(=O)c2c1 (stereo not given) | -0.6 | -4 | 8 | 7 | 22 | -12 | 13 | 3 | -2
COc1cc([N+](=O)[O-])ccc1N | 0.4 | -7 | 21 | 3 | 9 | 10 | 6 | 0 | 0
CC1CN(S(=O)(=O)c2cc(C(=O)N(C)Cc3cccs3)ccc2Cl)CC(C)O1 (stereo not given) | -0.1 | 0 | 2 | 16 | 7 | -5 | 20 | 0 | -1
CCc1ccc(-c2cc(C)no2)cc1S(=O)(=O)N1CCN(c2ccccc2)CC1 | -1.9 | -1 | 10 | 21 | -3 | 10 | 16 | 4 | -6
O=C(COC(=O)CC(c1ccccc1)c1ccccc1)Nc1cccc(F)c1 | -0.8 | -3 | 20 | 9 | 0 | 7 | 22 | -2 | -3
Cc1cccc(-n2ccc(=O)c(C(=O)Nc3ccc(S(=O)(=O)Nc4onc(C)c4C)cc3)n2)c1 | -1.5 | 0 | 0 | 1 | 12 | 8 | 6 | 5 | -2
O=C(Nc1ccccc1N1CCCCC1)c1cccc(F)c1 | 3.4 | 1 | -4 | 26 | -2 | -6 | 22 | -2 | -3
O=C(NNC(=O)c1cccs1)c1ccc2ccccc2c1 | -0.5 | -1 | 6 | 10 | 1 | -9 | 1 | -5 | -2
COc1ccc(S(=O)(=O)N2CCC(C(N)=O)CC2)cc1C(=O)N1CCCCCC1 | -1.0 | 4 | -4 | 2 | -19 | -1 | 16 | -4 | 0
O=C(COC(=O)c1cnc(Cl)c(Cl)c1)NC1CCCCCC1 | -1.1 | -1 | 24 | 11 | 5 | -10 | 13 | -1 | -3
Cc1cc2cc(CNC(=O)c3ccco3)ccc2n1C | 2.8 | 0 | 8 | 5 | 2 | 0 | -6 | 4 | -1
Cc1cnc(NC(=O)c2c(Cl)cnn2C)s1 | -1.6 | -1 | 25 | 13 | 4 | 14 | 15 | -4 | -1
Cn1c(CNC(=O)Nc2ccccc2)nnc1SCc1ccccc1 | -1.7 | -2 | 19 | 12 | 15 | 17 | 5 | 3 | -2
COC(=O)c1ccc(OC)c(CSc2nnc(COc3cccc(C)c3)o2)c1 | 5.4 | 2 | 24 | 11 | -5 | 20 | 16 | -4 | -4
COC(=O)c1ccc(-n2nnnc2SCC(=O)NCc2cccc(C(=O)O)c2)cc1 | 0.5 | 1 | 4 | 13 | -17 | 9 | -2 | -2 | -2
CCCCC(=O)Nc1ccc2c(c1)nc(CN1CCN(C(=O)OCC)CC1)n2C | 0.4 | -1 | 3 | 14 | 9 | 9 | 7 | -1 | -5
O=[N+]([O-])c1cc(Cl)ccc1NCCNS(=O)(=O)c1ccccc1 | 2.6 | -13 | 22 | 32 | 22 | 13 | 8 | 1 | 1
CCc1cc(=O)oc2cc(C)c3c(C)coc3c12 | 2.0 | 0 | 22 | 8 | 1 | 7 | -14 | -2 | 3
O=C(COc1ccccc1F)Nc1nc(-c2ccccn2)cs1 | -1.9 | -42 | 53* | 14 | -10 | 5 | 29 | 0 | -6

Limited to GRIN3A LBD mod (2 entries from above):
SMILES,GRIN3A LBD mod
CC(C)Oc1ccc(C(CCNCc2ccc(O)cc2)c2ccccc2)cc1 (stereo not given),1
Cn1cnc(S(=O)(=O)Nc2ccc(OC(F)(F)F)cc2)c1,2

Ordered by the number under NALP3 yeast inh (smallest number first): some entries from above.
compound	MPTP inh	GRIN3A LBD mod	NALP3 yeast inh	tim10-1 inh	TIM10 inh	APJ antag
Cc1cccc(-n2ccc(=O)c(C(=O)Nc3ccc(S(=O)(=O)Nc4onc(C)c4C)cc3)n2)c1	-1.5	0	0	1	12	8
COc1ccccc1NC(=O)C1CCCN1S(=O)(=O)c1cccc2nsnc12 (stereo not given)	-2.9	0	6	24	16	9
Cc1cc2cc(CNC(=O)c3ccco3)ccc2n1C	2.8	0	8	5	2	0

Next part:
SMILES | MPTP inh | GRIN3A LBD mod | NALP3 yeast inh | tim10-1 inh | TIM10 inh | APJ antag | tim23-1 inh | APJ agonist | MIN6 prolif
CC(C)Cn1c(=S)[nH]c2cc(C(=O)NCc3ccccc3F)ccc2c1=O | 13 | 2 | 6 | -1 | -12 | -5 | 4 | -1 | -6
COc1ccc(CNC(=O)C/C(C)=N/NC(=O)Cc2ccc(OC)cc2)cc1 | -0.4 | -3 | -2 | 8 | -10 | -3 | 12 | -1 | 0
Cn1c(CNC(=O)CCNC(=O)c2cccc(F)c2)cc(=O)n(C)c1=O | -1.6 | 0 | 1 | -11 | 2 | 5 | 5 | 0 | -2
CC(=O)Nc1ccc(OC(=O)c2ccco2)cc1 | -0.5 | -1 | 16 | -17 | 3 | 13 | 1 | 3 | -1
COc1ccc(N(CC(=O)Nc2ccc(C)cc2C)S(=O)(=O)c2ccccc2[N+](=O)[O-])c(OC)c1 | -1.3 | -2 | 6 | 22 | 14 | -22 | 20 | 2 | -3
COc1ccc(NC(=O)Cn2nnc(-c3ccccc3NS(=O)(=O)c3ccc(OC)cc3)n2)cc1 | 2.7 | 1 | 6 | 13 | 12 | 2 | 2 | 1 | -5
Cc1ccccc1NC(=O)c1sc2nc3c(c(-c4ccco4)c2c1N)CCCC3 | 3.1 | 0 | 9 | 10 | -21 | 17 | -10 | -5 | 3
O=C(O)/C(=C\c1ccc2ccccc2c1)c1cccc2ccccc12 | 27 | 0 | 17 | 23 | 28 | 17 | 31 | 0 | -2
O=c1ccnc(SCCC(F)=C(F)F)[nH]1 | -0.9 | -2 | 31 | -2 | 5 | 7 | 4 | -2 | -1
O=C(NNC(=O)c1cc2ccccc2cc1O)Nc1ccc(Br)cc1 | 35 | 19* | 18 | -20 | -7 | -18 | 2 | 3 | -2
O=C(Nc1cccc(Cl)c1)Nc1nnc(-c2ccncc2)s1 | 101* | 27* | 19 | -17 | 6 | -33 | -21 | 3 | -7
Cc1ccc(NC(=O)c2cc(C(=O)Nc3ccc(C)cc3)n(C)n2)cc1 | 2.1 | 4 | 7 | 14 | -6 | -10 | -18 | -3 | -2
Fc1cc2nc(-c3ccncc3)[nH]c2cc1F | -1.5 | 2 | -5 | 3 | 1 | -50 | -3 | 0 | -2
CC(=O)Nc1ccc(/C(C)=N/NC(=O)c2ccc(F)cc2)cc1 | 0.8 | 0 | -2 | 19 | 10 | -16 | -4 | 2 | -2
CCCN1CN(Cc2ccco2)c2nc3ccccc3n2C1 | 2.5 | 0 | 4 | 7 | 4 | 12 | -2 | -2 | -2
Cc1cc(NC(=O)CSCC(=O)N(c2ccc(F)cc2)C(C(=O)NC2CCCCC2)c2ccc(O)c(O)c2)no1 (stereo not given) | 0.8 | -2 | 10 | 0 | -7 | 5 | 2 | 3 | -2
CCOC(=O)c1ccccc1N1C(=O)CSC1=S | 0.3 | 1 | 54* | 49* | 48* | 11 | 42 | -3 | 0
COc1ccc(CCC(=O)NCCS(=O)(=O)N2CCN(c3ccc(F)cc3)CC2)cc1 | -2.7 | -2 | 28 | 25 | 9 | -13 | 14 | 11 | 2
O=C(CSc1nnnn1-c1cccnc1)Nc1cccc(Cl)c1 | 0.0 | 5 | 3 | -2 | -13 | -20 | 7 | 0 | -1
COC(=O)c1ccc(N2CCS(=O)(=O)CC2)cc1 | -0.6 | -1 | 16 | 0 | -10 | -9 | -12 | -4 | 1
O=C(COC(=O)c1ccc([N+](=O)[O-])cc1Cl)NCc1ccco1 | -0.6 | 3 | 21 | -3 | 10 | -19 | 8 | 3 | 2
COc1ccc(C(=O)NNC2=CC(=O)CC(C)(C)C2)cc1 | -0.4 | -3 | 5 | 19 | -1 | -18 | 6 | 0 | -1
COc1cccc2sc(=NC(=O)CS(=O)(=O)c3ccc(Cl)cc3)n(C)c12 | -0.8 | · | 27 | 14 | -16 | 12 | 13 | 0 | -6
O=C1CCCC2=C1C(c1ccc3c(c1)OCO3)c1c([nH]n(-c3ccccc3)c1=O)N2 (stereo not given) | 0.0 | 0 | 8 | 17 | -14 | 18 | 3 | -3 | -3
COc1ccc(C(=O)Cc2cnn(-c3ccccc3)c2)c(O)c1 | 0.5 | 6 | 11 | -18 | -1 | -13 | -6 | -5 | -1
COc1cc(/C=N/NC(=O)c2ccc(COc3cc(C)ccc3C(C)C)cc2)cc(OC)c1O | 8.2 | 21* | 31 | 16 | 13 | -37 | 13 | 1 | -6
O=C(NCCc1ccccc1)c1ccc(=O)oc1 | 0.1 | 0 | 20 | 11 | 13 | 13 | 15 | 2 | -2

Single records (already shown):
O=C1CCCC2=C1C(c1ccc3c(c1)OCO3)c1c([nH]n(-c3ccccc3)c1=O)N2 (stereo not given) is listed as MPTP inh: 0.0; GRIN3A LBD mod: 0; NALP3 yeast inh: 8; tim10-1 inh: 17; TIM10 inh: -14; APJ antag: 18; tim23-1 inh: 3; APJ agonist: -3; MIN6 prolif: -3
O=[N+]([O-])c1cc(Cl)ccc1NCCNS(=O)(=O)c1ccccc1 is listed as MPTP inh: 2.6; GRIN3A LBD mod: -13; NALP3 yeast inh: 22; tim10-1 inh: 32; TIM10 inh: 22; APJ antag: 13; tim23-1 inh: 8; APJ agonist: 1; MIN6 prolif: 1
COc1ccc(N(CC(=O)Nc2ccc(C)cc2C)S(=O)(=O)c2ccccc2[N+](=O)[O-])c(OC)c1 is listed as MPTP inh: -1.3; GRIN3A LBD mod: -2; NALP3 yeast inh: 6; tim10-1 inh: 22; TIM10 inh: 14; APJ antag: -22; tim23-1 inh: 20; APJ agonist: 2; MIN6 prolif: -3
